# Bioassay records as filed in PubChem.
# A549 viability: A549 cytotoxicity, counter-screen for Nrf2 inhibitors | A549 ARE-Fluc cells, CellTiter-Fluor viability, 18-24 h | Potency, µM (highest dose often 46 µM), for inactives: at the highest dose activity change, negative = cytotoxicity, actives largely listed as inhibitors | 390,000 compounds, 0.16% hits | AID 504648; further: potency means the concentration at half of the fitted maximal effect; on the % scale 0 is the no-effect control and ±100 the full control effect
#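 A549 ARE_Fluc cells in 5% FBS OPTI-MEM were exposed to compounds in concentration-response for 18-24 h at 37 deg C. Viability was read by CellTiter-Fluor fluorescence (Ex 405/Em 525) after 30 min, before the luciferase read.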
# Nrf2 ARE act: Nrf2 pathway activation; Potency, µM (series often up to 46.1 µM), inactives show top-dose activation, usual class: activators; 410,000 compounds, 0.31% hits; AID 624171; AREc32 ARE-luciferase reporter (MCF7-derived line), luminescence, 24 h; further: potency means the concentration at half of the fitted maximal effect; % of control where 0% means no effect; nearly all actives have a fitted effect of over 65% in size
#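 ARE-driven firefly luciferase activity in AREc32 cells measured after a 24 hr compound exposure at 37 deg C, using Steady-Glo reagent and a 30 min room-temperature hold.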
# HepG2 tox: counter-screen for TGF-b inhibitors: cytotoxicity in HepG2 cells; Potency, µM (top dose mostly 46.1 µM), for inactives: at the highest dose activity change, negative = cytotoxicity, most hits filed as cytotoxic; 410,000 compounds, 0.76% hits; HepG2 CAGA-GFP viability, ATP luminescence, 18 h; AID 588856; further: potency means the concentration at half of the fitted maximal effect; some results filed as inactive show a strong effect at the top dose
#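 CellTiter-Glo luminescence gave cytotoxicity after 18 hours at 37 degrees C. The cells were HepG2 CAGA-GFP in 1% FBS DMEM, stimulated with 500 pg/mL TGF-beta after compound addition. %Activity was normalised to no-cell wells (complete cell-killing) and DMSO (no toxicity), and curves were fitted and classified.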
# ATXN2 expr inh: ATXN2 expression inhibition; HEK-293 ATXN2-luciferase reporter, luminescence, 24 h; Potency, µM (top dose mostly 57 µM), for inactives: at the highest dose activity change, negative = inhibition, usual class: inhibitors; 360,000 compounds, 0.72% hits; AID 1745845; further: potency means the concentration at half of the fitted maximal effect; on the % scale 0 is the no-effect control and ±100 the full control effect; nearly all actives have a fitted effect of over 55% in size
#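 ATXN2-luciferase reporter cells (luciferase flanked by upstream and downstream ATXN2 gene portions) were treated 24 h at 37 °C with compounds at up to 57 uM. SteadyGlo luminescence gave expression; GF-AFC fluorescence gave viability.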
# TGFb inhibitor: TGF-b pathway inhibition | HepG2 CAGA-GFP TGF-b/SMAD3 reporter, GFP fluorescence, 18 h; TGF-beta stimulated, 500 pg/mL final | Potency, µM (top dose mostly 46.1 µM), for the others: at the top dose activity, negative = inhibition, most hits filed as inhibitors | 410,000 compounds, 1.2% hits; further: potency means the concentration at half of the fitted maximal effect; on the % scale 0 is the no-effect control and ±100 the full control effect; nearly all actives have a fitted effect of over 65% in size
#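 HEPG2 CAGA-GFP reporter cells (1000/well, DMEM with 1% FBS) received compounds, then recombinant TGF-beta at 500 pg/mL final for 18 hours at 37 degrees C. Per-cell GFP summed per well was normalised to unstimulated and stimulated DMSO controls before curve fitting.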
# ATXN viability: viability counter-screen for ATXN expression inhibitors. S2 cells (HEK-293 line with an ATXN2-luciferase reporter) viability, CellTiter-Fluor protease fluorescence, 24 h. Potency, µM (doses to about 56.7 µM), usual class: cytotoxic. 400,000 compounds, 0.49% hits; further: potency means the concentration at half of the fitted maximal effect; nearly all actives have a fitted effect of over 40% in size
# EPAC2 ag: agonists of human EPAC2 (RAPGEF4); EPAC2 activation, biochemical qHTS; response scale: 100% = 6.5 mM cAMP response; Potency, µM (top dose mostly 154 µM), inactives show at the highest dose activation, usual class: activators; Q8WZA2; 360,000 compounds, 0.079% hits; further: potency means the concentration at half of the fitted maximal effect; nearly all actives have a fitted effect of over 50% in size
# Target sequence (Q8WZA2 whole entry, looked up): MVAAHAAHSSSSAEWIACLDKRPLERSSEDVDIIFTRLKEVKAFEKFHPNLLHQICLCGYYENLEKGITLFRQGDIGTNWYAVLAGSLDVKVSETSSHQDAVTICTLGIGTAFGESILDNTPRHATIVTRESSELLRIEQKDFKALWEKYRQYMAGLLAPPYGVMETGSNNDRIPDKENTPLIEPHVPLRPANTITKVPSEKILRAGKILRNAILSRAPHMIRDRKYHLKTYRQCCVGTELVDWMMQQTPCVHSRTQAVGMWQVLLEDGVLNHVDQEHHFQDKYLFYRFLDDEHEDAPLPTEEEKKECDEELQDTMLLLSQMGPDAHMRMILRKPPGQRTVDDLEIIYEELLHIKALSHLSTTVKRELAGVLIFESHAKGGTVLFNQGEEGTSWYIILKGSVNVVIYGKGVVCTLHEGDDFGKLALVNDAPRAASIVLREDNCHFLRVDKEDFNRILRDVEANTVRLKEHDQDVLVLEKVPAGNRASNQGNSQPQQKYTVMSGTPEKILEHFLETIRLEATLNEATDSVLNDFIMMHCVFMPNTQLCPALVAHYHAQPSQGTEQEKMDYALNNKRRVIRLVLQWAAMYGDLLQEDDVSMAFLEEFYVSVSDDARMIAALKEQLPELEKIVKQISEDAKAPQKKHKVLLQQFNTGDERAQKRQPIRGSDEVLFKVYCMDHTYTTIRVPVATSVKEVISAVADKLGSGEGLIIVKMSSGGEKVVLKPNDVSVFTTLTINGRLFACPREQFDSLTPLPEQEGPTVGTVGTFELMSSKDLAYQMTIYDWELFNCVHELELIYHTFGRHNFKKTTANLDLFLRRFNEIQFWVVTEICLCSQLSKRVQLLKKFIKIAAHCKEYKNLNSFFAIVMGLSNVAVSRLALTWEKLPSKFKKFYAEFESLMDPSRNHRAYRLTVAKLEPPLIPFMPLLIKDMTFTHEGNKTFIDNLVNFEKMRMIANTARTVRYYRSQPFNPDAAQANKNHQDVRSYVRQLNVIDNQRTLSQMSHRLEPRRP
#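 Compounds were added across a concentration range to EPAC2 (100 nM), RAP1B-BODIPY-GDP (250 nM) and GDP (50 uM). After 5 min at room temperature, fluorescence was recorded at 5-min intervals for 30 min.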
# IL2 activator: IL-2 activation; IL-2 activation reporter assay, cell-based qHTS; stimulated with anti-CD3/CD4/CD28 beads; in transgenic mouse T cells; 360,000 compounds, 0.065% hits; activation, % (series mostly up to about 46 µM); in the data active means activation above about 50%; inconclusive means mostly about 30% to 49%; further: 0% is about no effect
#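 First, unstimulated transgenic mouse T cells were exposed to compound for 60 min. Next, anti-CD3/anti-CD4-coated beads with anti-CD28 were added. Finally, after 18 h at 37 degrees C, EGFP and DsRed were imaged.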
# Nrf2 block: blocks Nrf2 signaling | A549 ARE-Fluc reporter, luciferase luminescence, 18-24 h | Potency, µM (highest dose often 46 µM), inactives show top-dose activity change, negative = inhibition, most hits filed as inhibitors | 360,000 compounds, 2.1% hits | AID 504444; further: potency means the concentration at half of the fitted maximal effect; on the % scale 0 is the no-effect control and ±100 the full control effect; nearly all actives have a fitted effect of over 60% in size
#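 Reporter: ARE-Fluc in A549. Exposure: 18-24 h, 37 °C, 5% CO2, 5% FBS OPTI-MEM. Readouts: fluorescent cytotoxicity (CellTiter-Fluor), then luminescent Nrf2 signal after BugLite.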
# Starred values were filed as active, the others as inactive; i = inactive; u = inconclusive; x = not tested or not shown; [ ] = dose if it differs, or a comment. Unless noted, the call rests on the fitted dose curve; in most records, active means well fitted curve in the direction sought with a large enough effect; inconclusive means small, poorly fitted or top-dose-only effect, or another doubt; inactive means no such curve, though single readings can be large; an effect the other way counts as inactive or inconclusive.
SMILES,A549 viability,Nrf2 ARE act,HepG2 tox,ATXN2 expr inh,TGFb inhibitor,ATXN viability,EPAC2 ag,IL2 activator,Nrf2 block
O=C(CNS(=O)(=O)c1ccccc1)N/N=C\c1ccc(Cl)cc1,1%,0.1%,0%,3%,-2%,i,2%,-0.4,-3%
COc1ccccc1NC(=O)C1CCCN(S(=O)(=O)c2ccc3[nH]c(=O)ccc3c2)C1 (stereo not given),-11%,0.2%,-12%,7%,1%,i,12%,-2.8,-18%
COC(=O)c1cc(NC(=O)CN(c2ccc3c(c2)OCO3)S(C)(=O)=O)ccc1Cl,3%,0.8%,-6%,-10%,-5%,u,9%,1.8,-9%
Cc1cc(Nc2ccc(Cl)cc2)nc(NCc2ccccc2)n1,u,2.1%[9.22 µM],11µM*,u,u,u,-4%,-0.5,16µM*
Cc1ccc(N2C(=O)C3C(c4ccccc4)N4CCCN4C3(C)C2=O)cc1 (stereo not given),0%,-0.7%,-14%,-14%,-27%,i,10%,-4.5,0%
CC1CCN(C(=O)c2ccc(COc3ccccc3Cl)o2)CC1,2%,2.6%,-32%,7%,2%,i,15%,0.6,10%
Cc1nc2ccc(C(=O)N/N=C/c3cc([N+](=O)[O-])ccc3O)cc2[nH]1,-6%,-0.7%,1%,13%,7%,i,5%,1.7,11%
CCOC(=O)C1CCN(C(=O)CSc2ccc(Br)cc2)CC1,-2%,-0.1%,-8%,-6%,0%,i,8%,0.1,-2%
CCCn1c(N)c(C(=O)CSc2nc(N)cc(=O)[nH]2)c(=O)n(C)c1=O,0%,0.1%,-1%,1%,1%,i,8%,0.5,12%
O=S(=O)(c1ccc(Cl)cc1)N1CCCCCC1,1%,3.1%,-11%,-12%,0%,i,10%,0.0,3%
Fc1cccc(Cl)c1Cn1nnc2c(NCc3ccncc3)ncnc21,-1%,0.9%,-23%,-25%,-6%,i,-4%,2.4,23µM*
COC(=O)c1ccc(SC2CCCCC2)c([N+](=O)[O-])c1,3%,-0.3%,-21%,1%,-14%,u,7%,-0.8,9%
COc1ccc(/C=C(/CC(=O)Nc2ccc(C)cc2)c2nc3ccccc3s2)cc1,-2%,0.7%,-6%,10%,7%,i,7%,-0.3,u
COc1ccc(NC(=O)CCN2C(=O)c3ccncc3C2=O)cc1OC,-1%,0.2%,-8%,x,0%,i,1%,0.4,2%
COc1ccc(-c2nnc(N(C)C(=O)c3ccco3)s2)cc1OC,5%,3.5%,-4%,14%,-5%,i,8%,-0.1,-2%
COc1ccc(CCN2C(=O)N(c3cccc(C)c3)C(=O)C2CC(=O)Nc2ccccc2)cc1OC (stereo not given),3%,-0.8%,-25%,-5%,-35%,i,x,x,-15%
Cc1ccc(C)c(N2CCN(C(=O)C3CCCCN3S(=O)(=O)c3ccc(F)cc3)CC2)c1 (stereo not given),2%,2.6%,-19%,-21%,u,u,2%,-0.4,u
Cc1cccc(N2CCN(C(=O)c3oc4ccc(Br)cc4c3C)CC2)c1C,4%,0.1%,-42%,x,u,i,11%,-0.9,18%
O=C(CC1(O)C(=O)Nc2ccccc21)c1ccc(-n2cccc2)cc1 (stereo not given),-2%,2.9%,-31%,-7%,2%,i,-2%,0.1,3%
Cc1c(Cl)cccc1N(CC(=O)NC(C)c1ccccc1)S(C)(=O)=O (stereo not given),-2%,0.2%,-11%,-7%,8%,x,13%,1.0,5%
CC(C)(C)CC(=O)Nc1nnc(SCC(=O)NC2CCCCC2)s1,-1%,-0.3%,-18%,-8%,-6%,i,-3%,0.8,-15%
O=c1c2ccccc2cnn1Cc1cccc(Br)c1,21%,3.8%,-4%,-9%,-2%,i,1%,-0.4,-6%
C=CCn1c(N)c(C(=O)OCC(C)C)c2nc3ccccc3nc21,0%,7.3%,-12%,-13%,u,i,9%,1.0,-25%
COc1ccc(CCNC(=S)N2CCC(C(=O)c3ccc(F)cc3)CC2)cc1OC,1%,5.9%,-36%,x,11µM*,i,12%,-0.7,16µM*
CC(C)COc1ccc(CN=C(N)N=C(N)N)cc1Cl,-3%,2.6%,-14%,-11%,-12%,i,7%,-0.5,5%

# Nothing new here: an excerpt of the list.
SMILES,A549 viability,Nrf2 ARE act,HepG2 tox,ATXN2 expr inh,TGFb inhibitor,ATXN viability,EPAC2 ag,IL2 activator,Nrf2 block
CC(C)(C)CC(=O)Nc1nnc(SCC(=O)NC2CCCCC2)s1,-1%,-0.3%,-18%,-8%,-6%,i,-3%,0.8,-15%
O=c1c2ccccc2cnn1Cc1cccc(Br)c1,21%,3.8%,-4%,-9%,-2%,i,1%,-0.4,-6%
C=CCn1c(N)c(C(=O)OCC(C)C)c2nc3ccccc3nc21,0%,7.3%,-12%,-13%,u,i,9%,1.0,-25%

# Some entries already given with just EPAC2 ag.
smiles	EPAC2 ag
COC(=O)c1cc(NC(=O)CN(c2ccc3c(c2)OCO3)S(C)(=O)=O)ccc1Cl	9%
COc1ccc(CCNC(=S)N2CCC(C(=O)c3ccc(F)cc3)CC2)cc1OC	12%
CCCn1c(N)c(C(=O)CSc2nc(N)cc(=O)[nH]2)c(=O)n(C)c1=O	8%
CCOC(=O)C1CCN(C(=O)CSc2ccc(Br)cc2)CC1	8%

# Later entries:
SMILES,A549 viability,Nrf2 ARE act,HepG2 tox,ATXN2 expr inh,TGFb inhibitor,ATXN viability,EPAC2 ag,IL2 activator,Nrf2 block
CN(C)S(=O)(=O)c1cc(NC(=O)CNCCN2CCOCC2)ccc1Cl,9%,-0.4%,13%,x,u,i,0%,-0.3,20%
N#Cc1c(-c2ccc(Cl)cc2)n(O)c2ccccc12,0%,9.1%,-53%,-37%,u,u,6%,-6.3,-10%
Cn1cc(C(=O)NCCN2CCN(c3cccc(Cl)c3)CC2)c2c3ccccc3n(C)c2c1=O,0%,-0.7%,-14%,-13%,-8%,i,5%,-2.6,2%
CC(C)c1ccc2c(c1)C1(NN=C(c3ccccc3)S1)C(=O)N2 (stereo not given),u,4.8%,-91%,-14%,u,u,0%[15.6 µM],0.0,-29%
Cc1cc(C)c(NC(=O)COC(=O)CCc2ccc(S(=O)(=O)N3CCCCC3)cc2)c(C)c1,1%,-0.8%,4%,8%,3%,i,-8%,0.0,u
CCC1CN(C(=O)Nc2cccc3c2CCCC3)c2cc(Cl)ccc2O1 (stereo not given),-1%,1.1%,-27%,x,u,x,x,x,26%
Nc1ccc(N2CCN(c3ncc(C(F)(F)F)cc3Cl)CC2)c(C(F)(F)F)c1,-3%,-0.5%,-75%,u,u,u,x,x,u
CCOC(=O)c1c(NC(=O)CSc2nnc(Cc3ccccc3)o2)sc(C(C)=O)c1C,-8%,0.1%,-7%,-14%,-4%,i,13%,-3.3,-6%
COC(=O)N1[C@H](C)C=C[C@]1(Cc1ccccc1)C(=O)OC,-3%,-0.7%,-3%,1%,13%,i,1%,-2.6,-11%
Nc1ccc(CN2CCCCCC2)cc1,-12%,0.2%,-9%,5%,-20%,i,10%,3.6,-4%
COC(=O)c1ccc(NC(=O)CN2C(=O)CSC2=O)cc1,0%,0.3%,-17%,-6%,-9%,i,4%,-0.1,1%
Cc1cc(=O)oc2c(C)c(OCC(=O)N3CCN(c4ccccc4)CC3)ccc12,-1%,-0.3%,-8%,-8%,-1%,i,5%,0.7,-16%
Cc1ccc(NC(=S)N(CCCN2CCCC2)Cc2cccn2Cc2ccc(Cl)cc2)cc1C,u,0.4%,11µM*,-25%,18µM*,i,3%,-7.8,u
CC(O)c1cccc(NC(=O)C2CCCCC2)c1 (stereo not given),8%,0.0%,-6%,x,17%,i,10%,-2.3,5%
C=CCSc1nc2c(c(=O)[nH]c(=O)n2C)n1Cc1ccc(C)cc1,3%,0.3%,-11%,-5%,0%,i,5%,-0.8,u
Cc1[nH]nc(SCC(=O)N2CCC(C)CC2)c1[N+](=O)[O-],-15%,0.1%,-1%,-1%,-4%,u,0%,-2.3,-2%
O=C(O)C1(P(=O)(c2ccc(Cl)cc2)c2ccc(Cl)cc2)CCCC1,-5%,0.4%,-7%,5%,-5%,i,7%,-0.3,-8%
NNC(=O)COc1cccc(C(F)(F)F)c1,1%,0.8%,3%,-13%,0%,i,18%,2.4,1%
FC(F)(F)c1nc(=S)c2ccccc2[nH]1,2%,7.4%,-28%,-12%,-25%,i,6%,-0.2,5%
Cc1cc(/C=C(\C#N)C(=O)OCC(=O)NC(=O)NC(C)(C)C)c(C)n1CCC(C)C,-13%,2.1%,3%,25%,-14%,i,-22%,-1.7,x
N/C(=N\OC(=O)COc1ccc2ccccc2c1Br)c1ccccn1,-4%,-0.6%,-16%,x,-18%,i,7%,-2.2,u
CCOc1ccc(NC(=O)c2c(NCc3cccs3)sc3c2CCCCC3)cc1,-1%,8.4%,-16%,x,u,x,x,x,x
COC(=O)C1=C(N)N(c2ccc(F)cc2)C2=C(C(=O)CCC2)C1c1ccc2c(c1)OCO2 (stereo not given),1%,-0.2%,1%,0%,-14%,u,6%,-0.1,x
C=CCn1c(SCC(=O)NCC)nnc1-c1cc2c(s1)CCC(CC)C2 (stereo not given),-4%,8.5%,-18%,15%,11%,i,-2%,-0.2,-21%
